High-throughput results from PubChem BioAssay.
PfHsp40 yeast – compounds rescuing yeast from Plasmodium falciparum HSP40 toxicity | S. cerevisiae expressing PfHsp40, growth rescue, ATP luminescence | growth rescue, % at 12.5 µM | 340,000 compounds, 0.68% hits; in the data active = growth rescue above about 28%, passing the limit was not always enough; inconclusive = no clear call, values can overlap the other calls;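 also: yeast W303a lacking pdr1 and pdr3 grown in galactose medium; growth measured after three days at 30 °C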
UGM FP inh – Mtb UDP-galactopyranose mutase inhibition | P9WIQ1 | purified UGM, fluorescence polarization probe displacement | inhibition, % at 10 µM | 320,000 compounds, 0.06% hits; in the data active = inhibition above about 10%, passing the limit was not always enough; inconclusive = no clear call, values can overlap the other calls
FadD28 FP inh – inhibitors of Mycobacterium tuberculosis FadD28 bisubstrate binding; AID 588549; FadD28 bisubstrate probe binding, fluorescence polarization; 360,000 compounds, 0.22% hits; inhibition, % at 12.5 µM; in the data active = inhibition above about 8.5%, passing the limit was not always enough; inconclusive = no clear call, values can overlap the other calls
GDH-TPI inh – GDH-TPI coupled enzyme inhibition counter-screen; GDH-TPI coupled enzyme counterscreen, NADH absorbance; inhibition, % at 4.8 µM; 360,000 compounds, 1.2% hits; AID 588335; in the data active = inhibition above about 30%;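 also: 0% = DMSO wells and 100% = wells lacking the enzyme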
BoNT-F LC inh – BoNT F light chain protease inhibition; inhibition, % at 10 µM; Multiplex microsphere protease cleavage assay, flow cytometry; 360,000 compounds, 0.22% hits; AID 588497; in the data active = inhibition above about 35%, passing the limit was not always enough; inconclusive = no clear call, values can overlap the other calls; also: plate controls were buffer without enzyme for full effect and enzyme alone for no effect
Anthrax LF inh2 – blocks Bacillus anthracis lethal factor protease. AID 588501. multiplex microsphere protease cleavage assay, LF. inhibition, % at 10 µM. 360,000 compounds, 0.12% hits. P15917; also: plate controls were buffer without enzyme for full effect and enzyme alone for no effect
Target sequence (P15917 whole entry, looked up): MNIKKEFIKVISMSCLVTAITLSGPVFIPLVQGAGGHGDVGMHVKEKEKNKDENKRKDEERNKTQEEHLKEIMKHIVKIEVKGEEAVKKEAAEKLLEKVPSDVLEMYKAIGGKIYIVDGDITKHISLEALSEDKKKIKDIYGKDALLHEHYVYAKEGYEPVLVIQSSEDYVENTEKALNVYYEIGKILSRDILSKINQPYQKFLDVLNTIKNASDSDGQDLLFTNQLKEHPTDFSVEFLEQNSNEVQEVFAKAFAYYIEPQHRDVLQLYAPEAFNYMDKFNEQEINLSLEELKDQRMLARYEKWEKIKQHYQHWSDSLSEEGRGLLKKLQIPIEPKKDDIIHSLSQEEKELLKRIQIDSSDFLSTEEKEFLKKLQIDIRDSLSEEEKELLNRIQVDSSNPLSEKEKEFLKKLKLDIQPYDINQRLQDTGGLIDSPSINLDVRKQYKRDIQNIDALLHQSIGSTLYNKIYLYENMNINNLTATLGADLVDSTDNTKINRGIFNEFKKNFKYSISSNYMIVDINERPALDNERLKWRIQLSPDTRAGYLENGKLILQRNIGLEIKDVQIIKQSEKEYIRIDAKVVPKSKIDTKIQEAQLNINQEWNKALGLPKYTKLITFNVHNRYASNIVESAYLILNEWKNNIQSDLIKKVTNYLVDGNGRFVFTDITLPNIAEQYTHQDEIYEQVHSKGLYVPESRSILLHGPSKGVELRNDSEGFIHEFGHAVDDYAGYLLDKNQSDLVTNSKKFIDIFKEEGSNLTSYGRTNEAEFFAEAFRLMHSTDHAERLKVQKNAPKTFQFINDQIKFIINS
BoNT A protease – BoNT A light chain protease inhibition. multiplex microsphere protease substrate cleavage, flow cytometry. inhibition, % at 10 µM. 360,000 compounds, 0.17% hits; also: plate controls were buffer without enzyme for full effect and enzyme alone for no effect
BioA inh – blocks M. tuberculosis BioA enzyme activity | purified M. tuberculosis BioA enzyme, plate reader | inhibition, % at 9.99 µM | 360,000 compounds, 0.096% hits; in the data active = inhibition above about 40%; inconclusive = no clear call, values can overlap the other calls
Mtb FBA inh – inhibits M. tuberculosis FBA enzyme; AID 588726; P9WQA3; purified M. tuberculosis FBA, fluorescence read-out; inhibition, % at 1 µM; 360,000 compounds, 2.3% hits; in the data active = inhibition above about 27%;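 also: 0% = vehicle and 100% = reference inhibitor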
* marks the source's active call; other numbers are inactive results; ? = inconclusive; . = not tested or not shown. Rule as the data show it, unless noted: active = inhibition above about 30%; inconclusive = no clear call, values can overlap the other calls; inactive = below that. An unsorted share of the library; overall some 4.7% were active at least once.

compound,PfHsp40 yeast,UGM FP inh,FadD28 FP inh,GDH-TPI inh,BoNT-F LC inh,Anthrax LF inh2,BoNT A protease,BioA inh,Mtb FBA inh
Cc1ccc(NC(=O)CCC(=O)N2CCC(C)CC2)c([N+](=O)[O-])c1,0.3,-2.3,-1.0,18,13,2,9.5,0.8,-2
COc1ccc(OC)c(C2CC(=O)NC(SC)=C2C#N)c1 (stereo unspecified),-1.2,1.0,-2.6,2,1,-4,-0.7,0.6,-3
CCN(CC)C(=O)[C@H]1C[C@H](CC(=O)NCCN2CCOCC2)C(=O)N2CCc3c([nH]c4cc(CCC(=O)N(C)C)ccc34)[C@]12C,-0.3,.,-2.4,-5,4,-7,-0.4,0.5,-2
COC(=O)c1c(N2C(=O)CC(Sc3ccccc3C(=O)O)C2=O)sc2c1CCCC2 (stereo unspecified),11,1.0,-2.9,7,2,7,0.7,.,1
Cc1cc(NC(=O)Cn2nc(-c3ccccc3F)ccc2=O)ccc1-n1cnnn1,0.4,-1.2,-1.5,4,-3,-4,-0.2,0.1,1
COc1cccc(CN2CC(C(=O)NCc3cnn(C)c3)CCC2=O)c1 (stereo unspecified),-2.1,-3.1,0.5,2,-3,-3,-2.0,-0.5,4
Cc1cccc(NNC(N)=S)c1C,-0.9,1.3,-4.7,-9,-5,-2,-0.4,0.7,-3
COc1cc(C2Nc3ccccc3NC3=C2C(=O)CC(C)(C)C3)cc(OC)c1OC(C)=O (stereo unspecified),0.9,-2.1,-1.4,21,12,-2,1.3,2.3,0
COc1ccc2c(c1)-c1ccccc1S(=O)(=O)N(C)C2,0.2,.,-2.2,8,-3,-6,-0.1,-3.0,2
O=C1NC(=S)S/C1=C/c1ccc(OC(=O)c2ccco2)cc1,0.3,-3.8,-1.2,21,-5,1,-0.9,-0.7,-9
COC(=O)Cc1[nH]nc2c1C(c1cc(OC)c(OC)c(OC)c1)C(C#N)=C(N)O2 (stereo unspecified),-0.5,-2.4,-2.5,5,4,3,0.7,-2.2,1
O=C(CCc1ccc(S(=O)(=O)N2CCCCC2)cc1)c1nnc(-c2ccccc2)o1,1.4,1.4,-2.4,0,-5,-1,0.2,-0.2,0
COc1ccc(C2=NOC(Cn3nc(C(=O)NCc4cccc(C(F)(F)F)c4)cc3-c3ccccc3)C2)cc1 (stereo unspecified),-0.2,-1.0,-1.2,17,-4,-4,0.4,-0.2,10
Nc1ccc2c(C(F)(F)F)cc(=O)oc2c1,0.0,-0.3,-2.9,16,4,-4,0.2,0.3,63*
Cc1ccc(CN(c2ccc(C(=O)NCc3ccccn3)cc2)S(C)(=O)=O)cc1,0.1,3.9,-2.3,11,13,-2,?,2.8,1
CC(C)c1nc2sc3c(SCC(=O)NCc4ccco4)ncnc3c2c2c1CCC2,0.6,-0.3,-4.8,9,-6,-2,-0.2,1.5,2
O=C(OCc1nc2ccc(Cl)cc2n1CCO)c1ccccc1C(=O)c1ccccc1,0.9,0.9,-5.5,-9,-13,2,1.9,.,-9
Cn1ccnc1SCC(=O)Nc1cccc(O)c1,-1.1,1.6,0.0,10,0,-3,-1.9,5.7,3
c1ccc(-c2noc(CN3CCN(c4cnccn4)CC3)n2)cc1,0.2,0.5,-1.8,0,0,8,0.2,1.4,-1
COc1ccc(S(=O)(=O)NC2CC2)cc1-n1cnnn1,-0.6,-0.7,-2.2,-5,3,-2,0.1,-2.2,3
COC(=O)/C(N=Nc1cccc(C(F)(F)F)c1)=C(\C)O,-0.5,0.5,-3.3,21,8,-2,-0.3,0.5,-1
CC(=O)c1ccc(NC(=O)C(C)N(C)CC(=O)Nc2ccccc2Cl)cc1 (stereo unspecified),0.4,-0.5,-2.0,3,-4,-1,-0.1,.,-3
COc1cc(NCCCn2ccc(NC(=O)OCc3ccccc3)nc2=O)cc(OC)c1OC,1.5,.,-0.2,-2,3,0,0.1,-2.5,3
COc1ccc(/C(O)=C2\C(=O)C(=O)N(Cc3ccco3)C2c2cc(OC)ccc2OC)cc1 (stereo unspecified),1.0,1.5,1.4,40*,2,-3,-0.6,.,0
COc1ccc(NC(=O)CN(C)C(=O)C2(c3ccccc3)CCCC2)cc1,-0.6,0.2,-0.8,0,-8,-2,0.3,-0.1,-1
Cc1nn2c(=O)cc(CSc3ccccc3NC(=O)c3ccccc3F)nc2s1,3.4,1.1,-2.7,-3,1,-1,2.0,-0.9,1
Cc1ccc(NP(=O)(c2ccc(N(C)C)cc2NC(=O)c2cccs2)N2CCOCC2)cc1 (stereo unspecified),-0.5,3.8,-8.5,16,-5,0,0.9,.,-2
COc1ccccc1C(=O)N/C(=C/c1ccccc1)C(=O)Nc1ccc(C(=O)O)cc1,0.4,-0.5,-0.2,14,3,0,0.8,.,4
COC(=O)CSc1nnc([C@H](CC(C)C)NC(=O)OC(C)(C)C)o1,-1.5,-0.1,-0.3,-5,6,6,-1.2,-0.4,3
CCOc1ccc(OCc2ccc(C(=O)N/N=C(\C)c3ccccn3)cc2)cc1,.,2.8,-1.0,-5,-15,-13,-4.9,.,4

(listing goes on)
Order of values – PfHsp40 yeast, UGM FP inh, FadD28 FP inh, GDH-TPI inh, BoNT-F LC inh, Anthrax LF inh2, BoNT A protease, BioA inh, Mtb FBA inh
- CCN(c1ccccc1)S(=O)(=O)c1ccc(NC(=O)C(C)(C)C)cc1
  1.7, ., -2.6, -1, -5, -12, -0.9, 4.3, 0
- COc1ccc(CNc2ncc(-c3ccc(F)cc3)n2C)cc1OC
  -0.2, 0.6, -3.1, -11, ?, 12, -1.6, 7.2, 0
- CCN(CC)c1ccc(S(=O)(=O)N2CCOCC2)cc1NC(=O)COC(=O)/C=C/c1ccc(O)c(OC)c1
  -0.5, ., -3.9, 16, -9, -6, -0.1, 0.3, 5
- CC1=C(C)C(=O)C(CCCCC#CCCCC#CCO)=C(C)C1=O
  -0.5, 1.6, -2.9, -4, 4, -15, 0.1, -1.0, 0
- COc1ccccc1OC(C)C(=O)Nc1ccc2c(c1)OCCO2 (stereo unspecified)
  -0.7, -1.0, 0.5, 0, 3, -2, 0.2, -0.4, -1
- O=C(O)c1[nH]c2ccccc2c1C(c1cc(Br)ccc1O)c1c(C(=O)O)[nH]c2ccccc12
  18, 3.6, 35*, 21, ., ., ., 1.2, 5
- COc1ccc(N(C)S(=O)(=O)c2cccc(C(=O)OC(C)C(=O)NC3CCCCC3C)c2)cc1 (stereo unspecified)
  -0.9, -1.1, -3.9, -7, -8, 1, -1.7, ., 0
- CCCCN(C=O)c1c(CC)nc2ccc(C(=O)N3CCN(c4ccccc4)CC3)cn12
  ., ., -4.4, -5, 2, 3, -0.4, 0.2, -1
- COc1cc(OC)c(-c2nn3c(C4CCCCC4)nnc3s2)cc1OC
  1.1, 0.8, -3.8, 6, -1, 1, -0.5, 1.5, 17
- COc1ccnc(Oc2ccc(F)cc2)c1C(=O)N/C=N/OCc1ccc(F)cc1Cl
  4.5, 0.9, -1.7, 9, -15, -5, -2.3, 1.8, 2

Complete entries, quoted from the list.
COc1ccc(N(C)S(=O)(=O)c2cccc(C(=O)OC(C)C(=O)NC3CCCCC3C)c2)cc1 (stereo unspecified) as listed: PfHsp40 yeast = -0.9; UGM FP inh = -1.1; FadD28 FP inh = -3.9; GDH-TPI inh = -7; BoNT-F LC inh = -8; Anthrax LF inh2 = 1; BoNT A protease = -1.7; BioA inh = .; Mtb FBA inh = 0
CCN(c1ccccc1)S(=O)(=O)c1ccc(NC(=O)C(C)(C)C)cc1 as listed: PfHsp40 yeast = 1.7; UGM FP inh = .; FadD28 FP inh = -2.6; GDH-TPI inh = -1; BoNT-F LC inh = -5; Anthrax LF inh2 = -12; BoNT A protease = -0.9; BioA inh = 4.3; Mtb FBA inh = 0

The list continues.
Order of values – PfHsp40 yeast, UGM FP inh, FadD28 FP inh, GDH-TPI inh, BoNT-F LC inh, Anthrax LF inh2, BoNT A protease, BioA inh, Mtb FBA inh
- Cc1ccc(NC(=O)c2ccccc2-c2ccccc2C(=O)O)cc1
  -2.0, -2.5, -4.9, -3, -1, 1, -0.2, ., -5
- COc1cccc(NC(=O)CNS(=O)(=O)c2ccc3nc(C)sc3c2)c1
  0.0, 0.0, -3.1, -19, 0, 2, 0.2, ., -4
- O=C(Cn1cc([N+](=O)[O-])cn1)NCc1ccc(-n2cccn2)cc1
  2.2, -2.7, -2.1, 2, 17, 8, 2.6, ., -1
- Cc1cccc(N(Cc2ccccc2)C(=O)c2ccc(C)c(S(=O)(=O)N3CCOCC3)c2)c1
  3.0, 1.5, -3.1, -8, -5, 3, -0.1, -0.6, -3
- CN(C1CCCCC1)S(=O)(=O)c1ccc(=S)[nH]c1
  -1.1, -1.3, -2.2, 7, -6, -7, 0.3, 1.9, 1
- CCOC(=O)C1=C(c2ccccc2)NC(SCC(=O)Nc2ccc(C)cc2)=C(C#N)C1c1ccco1 (stereo unspecified)
  -0.3, -2.9, -3.9, -4, -7, -1, -1.2, -0.9, 2
- CC(C)[C@H](NS(=O)(=O)c1ccc(Cl)cc1)C(=O)OCC(=O)c1c(N)n(C)c(=O)n(C)c1=O
  -0.4, ., -2.6, 7, -7, 1, 1.4, 0.4, 3
- COc1ccc(OC)c(NC(=O)CN2C(=O)C3(OCCCO3)c3ccccc32)c1
  0.5, ., -3.1, -2, -8, -7, -0.8, -0.5, -5
- O=Cc1ccc(N2CCCC2)c([N+](=O)[O-])c1
  1.1, -0.8, -0.1, 18, -15, 0, -0.9, ., -6
- CCN(CC)c1ccc(NC(=O)COC(=O)C2CCN(c3ccc(C(F)(F)F)cn3)CC2)cc1
  1.4, ., -0.6, 4, 0, -4, 0.4, ., 0
- Cc1cc(C)nc(NC(=O)NS(=O)(=O)Nc2ccc(Br)cn2)n1
  0.3, -1.5, -2.1, 2, -2, 0, 0.6, -0.8, 2
- Nn1c(SCC(=O)N2CCCc3ccccc32)nncc1=O
  -0.7, 0.4, -3.0, 1, -2, -6, -0.8, ., -3
- COc1cccc(N2C(=O)NC(=O)C3(Cc4cc(C)ccc4N(C)C3)C2=O)c1 (stereo unspecified)
  -0.7, 1.3, -1.4, 3, -8, -1, -0.2, -1.8, -2
- O=C(/C=C/c1ccccc1)Nc1nc(-c2ccncc2)cs1
  -0.4, 0.0, -3.3, 38*, -8, -8, 0.0, -0.9, 0
- CCOC(=O)Nc1ccc2c(c1)N(C(=O)CN1CCN(C)CC1)c1ccccc1CC2
  0.8, -2.0, -3.7, -8, 26, 16, -1.9, 0.5, 2
- CC(C)NC(=O)NNC(=O)Cn1nnc(-c2cccc(Cl)c2Cl)n1
  -0.3, -2.5, -2.3, 6, -6, -3, -0.3, -1.6, 3
- COc1ccccc1NS(=O)(=O)c1ccc(/C=C/C(=O)O)cc1
  0.7, -0.2, -0.2, 0, -1, 1, -0.2, 1.6, 1
- Cc1ccc(C2(C(F)(F)F)NC(=O)N3CCN=C3S2)cc1 (stereo unspecified)
  -0.1, -1.8, 0.2, 3, 3, -3, ?, -0.8, -1
- Cc1cc(Br)cnc1NC(=S)Nc1ccc(F)cc1F
  -0.2, 0.2, -0.7, 2, -5, -5, -1.0, ., 0
- Cc1nn(C)c(C)c1/C=N/NC(=O)C(C)(C)Oc1ccc(Cl)cc1
  -0.8, -3.3, -3.3, 4, -2, -5, ?, -1.6, -2
- CC1(c2nnc(-c3cccc(Cl)c3)o2)CC(c2ccc(C#N)cc2)=NO1 (stereo unspecified)
  0.0, 0.1, -1.7, 8, -8, -2, -0.3, 1.0, 3

As entered above:
For UGM FP inh, `Cc1ccc(C2(C(F)(F)F)NC(=O)N3CCN=C3S2)cc1` (stereo unspecified) has the entry -1.8
For BoNT A protease, `Cc1cc(Br)cnc1NC(=S)Nc1ccc(F)cc1F` has the entry -1.0
For Mtb FBA inh, `O=C(/C=C/c1ccccc1)Nc1nc(-c2ccncc2)cs1` has the entry 0
